TRHR ag = qHTS for Small Molecule Agonists and Allosteric Enhancers of Human TRH Receptor: Primary Screen for Agonists; Thyrotropin-releasing hormone receptor (Homo sapiens), P34981; TRHR cells, calcium flux fluo-8, FDSS agonist mode; activation, % at 2 µM; 360,000 tested, 0.18% active; in the data active means activation above about 30%; further: 0% is about no effect
Target sequence (P34981 whole entry, looked up): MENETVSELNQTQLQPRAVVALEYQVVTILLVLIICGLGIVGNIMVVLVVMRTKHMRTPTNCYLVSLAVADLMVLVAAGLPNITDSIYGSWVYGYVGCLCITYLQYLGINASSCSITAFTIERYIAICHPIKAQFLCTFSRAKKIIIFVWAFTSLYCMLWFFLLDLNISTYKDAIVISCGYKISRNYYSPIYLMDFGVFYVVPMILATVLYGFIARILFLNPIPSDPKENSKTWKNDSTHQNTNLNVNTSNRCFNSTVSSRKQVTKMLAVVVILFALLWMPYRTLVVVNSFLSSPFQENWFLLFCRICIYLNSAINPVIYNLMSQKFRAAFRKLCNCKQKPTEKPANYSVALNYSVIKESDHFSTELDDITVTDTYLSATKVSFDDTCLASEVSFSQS
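Read-out: compound-evoked intracellular calcium rise in TRHR cells, fluo-8 dye, kinetic FDSS fluorescence at 1 s/cycle following a 10-cycle baseline. Cells cultured overnight before dye loading (30 min–1.5 h, RT).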
Anesthetic bind = qHTS Assay for Identification of Novel General Anesthetics; Ferritin light chain (Equus caballus), P02791; Potency, µM (titrated, usually from 77.5 µM), for inactives: at the top dose activity change, negative = displacement, hits mostly inhibitors; apoferritin/1-aminoanthracene competitive binding, fluorescence; 350,000 tested, 0.074% active; AID 485281, 2010; further: potency means the concentration at half of the fitted maximal effect; on the % scale 0 is the no-effect control and ±100 the full control effect; nearly all actives have a fitted effect of over 20% in size
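Read-out: endpoint 1-AMA fluorescence, excitation 380 nm and emission 535 nm, after compounds sit 10 min at room temperature with 10 uM horse-spleen apoferritin in 50% saturated 1-AMA/PBS. Values come from four-parameter Hill fits.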
ALOX12 inh = Primary qHTS assay for inhibitors of human arachidonate 12S-lipoxygenase (ALOX12): Round 2; Polyunsaturated fatty acid lipoxygenase ALOX12 (Homo sapiens), P18054; purified 12hLO, xylenol orange hydroperoxide absorbance; Potency, µM (doses to about 108 µM), inactives show top-dose activity change, negative = inhibition, usual class: inhibitors; 580,000 tested, 1.1% active; AID 1671190, 2021; further: potency means the concentration at half of the fitted maximal effect; on the % scale 0 is the no-effect control and ±100 the full control effect
Target sequence (P18054 whole entry, looked up): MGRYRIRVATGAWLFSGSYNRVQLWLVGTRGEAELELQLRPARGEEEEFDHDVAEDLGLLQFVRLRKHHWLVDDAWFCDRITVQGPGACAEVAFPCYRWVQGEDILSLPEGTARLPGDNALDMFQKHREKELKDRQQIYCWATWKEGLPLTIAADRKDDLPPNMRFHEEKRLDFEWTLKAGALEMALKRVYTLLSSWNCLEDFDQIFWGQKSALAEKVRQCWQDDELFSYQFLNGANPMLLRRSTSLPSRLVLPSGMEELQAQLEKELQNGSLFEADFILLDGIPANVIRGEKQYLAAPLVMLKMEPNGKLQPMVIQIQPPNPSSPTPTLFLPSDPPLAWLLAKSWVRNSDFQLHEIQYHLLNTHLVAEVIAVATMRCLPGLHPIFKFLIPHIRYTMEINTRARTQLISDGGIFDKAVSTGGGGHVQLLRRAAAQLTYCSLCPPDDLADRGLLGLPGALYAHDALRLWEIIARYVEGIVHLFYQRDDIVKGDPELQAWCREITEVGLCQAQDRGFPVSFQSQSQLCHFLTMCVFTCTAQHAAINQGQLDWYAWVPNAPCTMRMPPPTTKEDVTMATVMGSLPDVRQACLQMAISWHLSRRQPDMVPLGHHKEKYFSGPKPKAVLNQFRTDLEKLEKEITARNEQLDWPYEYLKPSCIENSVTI
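Purified human 12hLO (150 nM final) in 25 mM Hepes, 0.01% Triton X-100, pH 7.0 was preincubated 15 min at room temperature with compound. Then 40 uM arachidonic acid was added, 30 min. Hydroperoxide was read by Fe-XO absorbance ratio 573/405 nm.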
ERG-DNA inh = qHTS for Small Molecule Inhibitors of the ERG Ets/DNA interaction. Potency, µM (highest dose often 76.9 µM), for the others: at the highest dose FP activity, negative = inhibition, actives largely listed as inhibitors. 370,000 tested, 0.028% active. AID 624246, 2012. Transcriptional regulator ERG (Homo sapiens), P11308. fluorescence polarization, His-ERG Ets domain / labelled DNA; active means well fitted inhibition curve with a large enough effect in the polarisation, with a control signal flat; inconclusive means small, poorly fitted or top-dose-only effect, or effect the other way, or a change in a side signal; inactive means no such curve, though single readings can be large or run the other way; the % refers to the polarisation;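 further: polarization taken with two DNA probes labelled with fluorescein and Texas red; potency means the concentration at half of the fitted maximal effect; % of control where 0% means no effect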
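His-tagged ERG Ets domain (1 uM in the protein solution; 300mM KCl, 50mM Tris-HCl, 1mM EDTA, 1mM DTT, pH 7.5) received compound, then a probe mix of 5 nM fluorescein-DNA and 100nM Texas-615-DNA. Fluorescence polarization was read for both dyes.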
POLB inh = qHTS Assay for Inhibitors of DNA Polymerase Beta. AID 485314, 2010. 340,000 tested, 1.3% active. Pol beta primer extension/strand displacement, fluorescence kinetic. Potency, µM (top dose mostly 114 µM), without a hit: top-dose activity change, negative = inhibition, hits mostly inhibitors; further: potency means the concentration at half of the fitted maximal effect; on the % scale 0 is the no-effect control and ±100 the full control effect
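Curves were derived by four-parameter Hill fits of normalized qHTS data. The kinetic fluorescent primer-extension read was taken at 0 and 10 min after 50 nM substrate, following a 15 min room-temperature preincubation of 10 nM enzyme with compounds.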
BLM helicase inh = qHTS Assay for Inhibitors of Bloom's syndrome helicase (BLM); RecQ-like DNA helicase BLM (Homo sapiens), P54132; recombinant BLM DNA unwinding, fluorescence dequenching; Potency, µM (highest dose often 56.1 µM), inactives show at the highest dose activity change, negative = inhibition, most hits filed as inhibitors; 350,000 tested, 0.2% active; AID 2528, 2010;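 further: potency means the concentration at half of the fitted maximal effect; plate controls were vehicle for no effect and no enzyme for full effect; nearly all actives have a fitted effect of over 35% in size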
APE1 inh = qHTS Assay for Inhibitors of the Human Apurinic/apyrimidinic Endonuclease 1 (APE1); AID 2517, 2012; 350,000 tested, 0.35% active; DNA repair nuclease/redox regulator APEX1 (Homo sapiens), P27695; recombinant APE1, TAMRA/BHQ-2 abasic DNA cleavage fluorescence; Potency, µM (top dose mostly 65.8 µM), for the others: at the highest dose activity change, negative = inhibition, hits mostly inhibitors;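 further: potency means the concentration at half of the fitted maximal effect; plate controls were vehicle for no effect and reference inhibitor for full effect; nearly all actives have a fitted effect of over 55% in size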
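Measures dequenching upon AP-site incision of a 5'-TAMRA/3'-BHQ-2 THF-containing duplex, 50 nM; human APE1 0.75 nM after 15 min room-temperature exposure to compound; kinetic three-point read at one-minute spacing.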
Pol iota inh = qHTS for Inhibitors of Polymerase Iota | 390,000 tested, 1% active | Potency, µM (top dose mostly 115 µM), inactives show top-dose activity, negative = inhibition, usual class: inhibitors | DNA polymerase iota (Homo sapiens), Q9UNA4 | Pol iota fluorescent replication assay, 10 min; further: potency means the concentration at half of the fitted maximal effect
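Fluorescent replication assay read twice, at 0 min and 10 min after adding 50 nM (final) substrate. Enzyme (10 nM) and compounds were first incubated 15 min at room temperature; enzyme-free buffer wells were negative controls.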
Pol kappa inh = qHTS for Inhibitors of Polymerase Kappa; DNA polymerase kappa (Homo sapiens), Q9UBT6; purified Pol kappa, fluorescent DNA synthesis assay, 10 min; Potency, µM (titrated, usually from 107 µM), for the others: at the highest dose activity, negative = inhibition, most hits filed as inhibitors; 400,000 tested, 0.53% active; further: potency means the concentration at half of the fitted maximal effect; on the % scale 0 is the no-effect control and ±100 the full control effect
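Here, compound and 10 nM enzyme are combined for 15 min at room temperature; adding 50 nM substrate (final) starts DNA synthesis, tracked by fluorescence at 0 and 10 min against buffer-only wells.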
An asterisk follows results filed as active; ? = inconclusive; . = no result given; & = joins results of further samples; [ ] = dose if it differs, or a comment. Unless noted, the call rests on the fitted dose curve; in most records, active means well fitted curve in the direction sought with a large enough effect; inconclusive means small, poorly fitted or top-dose-only effect, or another doubt; inactive means no such curve, though single readings can be large; an effect the other way counts as inactive or inconclusive.

SMILES	TRHR ag	Anesthetic bind	ALOX12 inh	ERG-DNA inh	POLB inh	BLM helicase inh	APE1 inh	Pol iota inh	Pol kappa inh
Oc1ccc(CN2CCN(c3ncccn3)CC2)cc1	0.1	-1%	?	-9%	2%	-1%	-12%	-28%	19%
COc1ccc(C2CC2/C(C)=N/OC(=O)C2CC2)cc1 (stereo not given)	-0.6	-15%	-23%	7%	4%	-4%	4%	16%	-8%
Cc1noc(C)c1C(=O)OCC(=O)NCCc1ccccc1	-0.3	.	32%[activator]	-1%	.	.	-9%	29%	3%
CC(C)CN1C(=O)c2ccc(C(=O)Nc3ccncc3)cc2C1=O	0.2	?	2%	-3%	3%	-2%	-3%	?	-22%
Cn1c(CNC(=O)c2ccc3c(c2)OCO3)nnc1SCC(=O)Nc1ccc(F)cc1	-0.7	-3%	11%	-11%	-1%	1%	27%	75%[activator]	-4%
CCc1ccc(NC(=O)CSc2nc3ccccc3nc2N2CCCC2)cc1	0.0	-7%	17%	1%	-5%	-5%	6%	8%	-4%
CC(C)C(C(=O)NC1CCCCC1)N(CC1CCCO1)C(=O)CNS(=O)(=O)c1ccc(F)cc1 (stereo not given)	0.0	-10%	2%	-5%	0%	-1%	-2%	-7%	-3%
CC(=O)N1c2ccc(S(=O)(=O)N3CCC(C(=O)NCc4ccccc4Cl)CC3)cc2CC1C (stereo not given)	-1.4	-9%	2%	-18%	-2%	-4%	7%	1%	-8%
COc1ccc(N2CCN(C(=O)COC(=O)CCOc3cc(C)ccc3C)CC2)cc1	0.1	.	-21%	-10%	.	.	45%	14%	6%
CCOc1ccc(S(=O)(=O)N/N=C2/CCCC(=O)C2)cc1	0.1	-12%	-23%	-6%	6%	1%	4%	11%	-8%
COc1ccc(CCN(C)C(=O)CNC(=O)Cc2cccc3ccccc23)cc1OC	0.3	-11%	16%	-12%	2%	1%	47%[activator]	44%[activator]	2%
Cc1cccc(C)c1NC(=O)Cn1c(=O)n(Cc2ccco2)c(=O)c2ccc(C(=O)NC3CCCC3)cc21	1.3	2%	-20%	-2%	52%	1%	.	14%	-3%
Cc1c(C(=O)N2CCN(Cc3cccs3)CC2)oc2ccccc12	-0.5	.	217%[activator]	3%	.	.	40%	-9%	-9%
O=C(Nc1ccc([N+](=O)[O-])cc1)c1ccccc1F	-1.5	-6%	2%	5%	31%	-1%	5%	-4%	0%[60.1 µM]
Cc1ccccc1OCC(=O)N(Cc1cccs1)C1CCS(=O)(=O)C1 (stereo not given)	-0.2	-12%	-18%	2%	24%	-6%	1%	18%	-12%

Three entries already listed, arranged by the value under Pol kappa inh, descending.
SMILES,TRHR ag,Anesthetic bind,ALOX12 inh,ERG-DNA inh,BLM helicase inh,APE1 inh,Pol iota inh,Pol kappa inh
CC(C)C(C(=O)NC1CCCCC1)N(CC1CCCO1)C(=O)CNS(=O)(=O)c1ccc(F)cc1 (stereo not given),0.0,-10%,2%,-5%,-1%,-2%,-7%,-3%
CCOc1ccc(S(=O)(=O)N/N=C2/CCCC(=O)C2)cc1,0.1,-12%,-23%,-6%,1%,4%,11%,-8%
CC(C)CN1C(=O)c2ccc(C(=O)Nc3ccncc3)cc2C1=O,0.2,?,2%,-3%,-2%,-3%,?,-22%

(list continues)
SMILES	TRHR ag	Anesthetic bind	ALOX12 inh	ERG-DNA inh	POLB inh	BLM helicase inh	APE1 inh	Pol iota inh	Pol kappa inh
CCOc1cc(C(=O)Nc2ccc(N3CCN(S(C)(=O)=O)CC3)cc2)cc(OCC)c1OCC	-0.1	-7%	0%&4%	3%	9%	-2%	-2%	38%	-7%
N=c1oc2ccccc2cc1C(=O)Nc1cccc(F)c1	0.3	-6%	42%	-5%	2%	-1%	-4%	12%	-13%
CC(C)OCCCN1CN(S(=O)(=O)c2cccs2)c2nc3ccccc3nc21	-0.1	-11%	-9%	1%	-1%	-1%	-4%	50%[activator]	0%
CCC1(CC)C(=O)NC(=S)N=C1N	.	.	?	0%	.	.	.	74%[activator]	-14%
CC(C)Cc1nc2c(nnn2Cc2ccccc2F)c(=O)[nH]1	0.2	-4%	-2%	-7%	3%	1%	4%	?	-12%
Cc1cc(C(=O)CN2C(=O)NC3(CCCCC3C)C2=O)c(C)n1Cc1cccs1 (stereo not given)	0.8	-17%	-14%	6%	10%	-2%	-8%	-1%	7%
CCc1nnc(N/N=C/c2ccc(N3CCC(C)CC3)c([N+](=O)[O-])c2)n1N	-0.3	-17%	?	-3%	0%	0%	-5%	8.9µM*	-25%
C=CCn1c(SCC(=O)c2ccc(F)cc2)nnc1-c1ccc2c(c1)OCO2	-0.2	-22%	-2%	-3%	?	1%	4%	14%	-11%
N#C/C(=C\c1ccccc1)C(=O)OCC(=O)N1CCCC1	0.2	-3%	-9%	5%	37%	0%	-2%	-3%	-2%
COc1ccccc1CNC(=O)COC(=O)Cc1ccsc1	-1.2	-7%	4%	-1%	3%	1%	-4%	35%[activator]	-9%
O=C(O)Cc1sc(Nc2ccc(Cl)cc2)nc1-c1cccs1	4.4	-21%	14µM*	9%	-1%	2%	15%	126%[activator]	-14%
O=C(NCc1ccc(F)cc1)c1cccc(N2CCCS2(=O)=O)c1	0.2	-8%	-6%	-1%	-6%	0%	.	21%	4%
N=c1n(CC(=O)c2ccc([N+](=O)[O-])cc2)c2ccccc2n1Cc1ccc(Cl)cc1	1.6	0%	?	-9%	-1%	-1%	2%	?	2%
O=C(NC1CC1)C1=C[C@@H](c2coc3ccccc3c2=O)C[C@@H](OCCCCO)O1	0.1	-4%	-34%	12%	22%	-3%	-3%	35%[activator]	-3%
O=C1OC(c2ccccc2)=N/C1=C\C=C\c1ccccc1[N+](=O)[O-]	2.8	-14%	?	3%	14%	3%	-7%	30%[activator]	-11%
Cc1ccc(C)c(N2CCN(C(=O)Nc3ccc4c(c3)N(C)C(=O)CS4)CC2)c1	-0.8	-16%	1%	6%	11%	-11%	?	9%	-5%
Cc1ccc2c(c1)N(CC(=O)NCCc1ccccc1)C(=O)CO2	-0.3	-1%	?	-8%	2%	-2%	.	13%	-1%
Cc1ccc(C)c(N2CCN(C(=O)Cn3c(=O)[nH]c4ccsc4c3=O)CC2)c1	-1.1	?	0%	-4%	-15%	-2%	5%	4%	-1%
O=C(O)c1ccccc1C(=O)Nc1ccc(-n2nccc2C(F)(F)F)cc1	-0.8	?	-9%	2%	-24%	-4%	2%	-5%	-3%
Cc1cc(C2=NNC(=NC3CC3)SC2)c(C)n1-c1ccccc1	0.1	4%	-5%	-13%	1%	-4%	-5%	19%	-1%
COc1ccc(/C=N/N2CCN(C)CC2)cc1O	-1.4	11%	?	-1%	-18%	-3%	3%	0%	-5%
CCC(=O)Nc1nnc2n1CCS2	0.6	5%	-21%	5%	19%	-1%	.	26%	1%[60.1 µM]
COc1ccc(C(=O)N/N=C/c2ccc(OC)c(CSc3ccccn3)c2)cc1	-0.8	8%	-1%	9%	-4%	0%	0%	12%	-8%
Cc1ccc(Cl)cc1N1CCN(C(=O)c2cnn(-c3ccc(Cl)cc3)c2C2CCNCC2)CC1	1.0	-23%	?	-1%	-16%	-5%	.	13%	-6%
Nc1c2nc(-c3ccccc3Cl)[nH]c(=O)c2nc(=O)n1-c1ccccc1	0.1	-8%	4%	-9%	2%	-5%	-4%	-5%	-20%
O=C(Nc1cccc(F)c1)C1CC(=O)N(c2ccc(Cl)cc2)C1 (stereo not given)	-0.6	-20%	-16%	-3%	-16%	-2%	1%	21%	-20%
COc1ccc(NC(=O)N(C)C[C@H]2Oc3c(NS(=O)(=O)c4cn(C)cn4)cccc3C(=O)N([C@H](C)CO)C[C@@H]2C)cc1	.	.	8%	-8%	.	.	-1%	5%	-1%
O=C(Nc1nc2ccccc2s1)c1ccc(S(=O)(=O)N2CCCC2)cc1	0.9	-17%	-8%	0%	23%	-4%	.	-26%	-3%[60.1 µM]
Cc1ccc(-n2ccnc(NCCc3ccc(S(N)(=O)=O)cc3)c2=O)c(C)c1	-0.3	-6%	-9%	0%	1%	-1%	.	41%[activator]	-3%
O=[N+]([O-])c1ccc(Cl)c(S(=O)(=O)Nc2cccc(-c3ccc(N4CCCC4)nn3)c2)c1	-0.1	.	-14%	3%	.	.	2%	-7%	-19%
NS(=O)(=O)c1ccc(N=NN2CCCCC2)cc1	-0.7	?	-11%	1%	-18%	-6%	3%	134%[activator]	-2%
Cc1ccc(C(=O)NCCN2C3=NC[C@H](C(C)C)N3C[C@H]2Cc2ccc(O)cc2)cc1Br	-0.3	-8%	-27%	-1%	16%	-2%	?	-8%	-12%
CC/C(=C\C(=O)c1ccncc1)Nc1ccc(Br)cc1	-0.3	-21%	60%	-4%	4%	-3%	10%	12%	5%
CCN1CCN(S(=O)(=O)c2cc(OC)c(Cl)cc2OC)CC1	-0.7	-10%	3%	.	21%	0%	1%	3%	-3%[60.1 µM]
Cc1ccc(CSc2ccc3nnc(CCNS(=O)(=O)c4ccc(C)cc4)n3n2)cc1	-0.6	-18%	-6%	1%	0%	1%	.	18%	-14%
O=C(c1cnc(N2CCCCC2)c2ccccc12)N1CCN(c2cccc(Cl)c2)CC1	0.1	60%[activator]	-24%	1%	0%	-9%	.	14%	-7%[60.1 µM]

A portion of the library; count on the stated rates, not on these rows.
